GLP1R inv ag: inverse agonists of human GLP-1 receptor | 410,000 tested, 1.6% active | Potency, µM (series often up to 38.3 µM), inactives show at the top dose activity change, negative = inhibition, usual class: inhibitors | HEK293 GLP-1R CRE-luciferase, luminescence, 24 h; GLP-1R form is constitutively active | P43220; also: % is scaled to controls: 0 for no effect and ±100 for the full control effect; nearly all actives have a fitted effect of over 55% in size
Target sequence (P43220 whole entry, looked up): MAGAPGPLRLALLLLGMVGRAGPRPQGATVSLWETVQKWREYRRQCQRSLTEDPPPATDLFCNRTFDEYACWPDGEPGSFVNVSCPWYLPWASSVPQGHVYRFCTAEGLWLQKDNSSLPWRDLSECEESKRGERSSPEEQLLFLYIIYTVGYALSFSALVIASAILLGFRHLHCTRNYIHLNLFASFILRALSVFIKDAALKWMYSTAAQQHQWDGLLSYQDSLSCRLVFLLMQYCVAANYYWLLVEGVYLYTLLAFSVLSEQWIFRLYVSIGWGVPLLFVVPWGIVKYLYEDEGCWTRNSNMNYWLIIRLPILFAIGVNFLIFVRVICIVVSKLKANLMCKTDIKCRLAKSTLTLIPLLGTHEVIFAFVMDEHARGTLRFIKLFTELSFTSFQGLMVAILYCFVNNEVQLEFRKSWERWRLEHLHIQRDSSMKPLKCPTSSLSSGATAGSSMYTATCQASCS
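Inverse agonism was detected as reduced cAMP-driven luciferase luminescence after 24 h compound treatment. The cells were HEK293 clones expressing constitutively active human GLP-1R with the reporter. Reporter-only and GPR119 cell lines served as counterscreen controls.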
HT1080 IDH1KD tx: HT-1080 IDH1 knockdown cell toxicity (counter line) | HT-1080 IDH1 knockdown viability, ATP luminescence, 48 h | Potency, µM (top dose mostly 46.1 µM), without a hit: at the top dose activity, negative = toxicity, hits mostly cytotoxic | 360,000 tested, 2% active | AID 686971;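 also: 0% = DMSO wells and -100% = cell-free medium wells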
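Using the IDH1-knockdown HT-1080 line run in the same batch and compound series as the NT line, viability after 48 h at 37 °C was determined by CellTiter-Glo luminescence and expressed as % activity.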
SW480 rereplic: inducers of DNA re-replication in SW480 colon cancer cells. SW480 DNA re-replication, Hoechst DNA content imaging, 48 h. 340,000 tested, 1.8% active. Potency, µM (titrated, usually from 46.1 µM), for inactives: at the top dose re-replication activation, actives largely listed as activators; also: % of control where 0% means no effect; nearly all actives have a fitted effect of over 55% in size
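Treated cells incubate 48 hr (37 C, 5% CO2), are stained 40 min with Hoechst, and nuclear fluorescence is enumerated; a rise in nuclei with high DNA signal marks re-replication.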
TDP-43 yeast inh: inhibitors of TDP-43 toxicity in yeast. TDP-43 expressing yeast growth rescue, BacTiter-Glo, 24 h. 410,000 tested, 1.8% active. Potency, µM (highest dose often 46.1 µM), inactives show top-dose growth rescue (activation), most hits filed as activators; also: % of control where 0% means no effect; nearly all actives have a fitted effect of over 50% in size
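Yeast expressing TDP-43 (pregrown in raffinose, seeded at OD600=0.02 in galactose medium) exposed to compounds 24 hr at 30 deg C. Growth read by BacTiter-Glo luminescence; rescue of toxicity appears as increased signal.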
HEK293 tox: cytotoxicity counter-screen for GLP-1 receptor inverse agonists; HEK293 cAMP-luciferase reporter cells, luminescence, 24 h; Potency, µM (highest dose often 38.3 µM), inactives show at the top dose activity change, negative = inhibition, hits mostly inhibitors; 410,000 tested, 0.13% active;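 also: loss of luciferase light is scored as toxicity; % is scaled to controls: 0 for no effect and ±100 for the full control effect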
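1536-well qHTS counterscreen of the MLSMR; 200 cells/uL, 12 h pre-incubation, 23 nL cpd, 24 h at 37 deg C 5% CO2, luciferase detection reagent, 12 min RT, luminescence. Inhibition = undesired.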
GLP-1R agonist: activates the human GLP-1 receptor | AID 624172 | HEK293 GLP-1R CRE-luciferase, luminescence, 4-6 h; cells express a hypersensitive GLP-1R form | Potency, µM (series often up to 45.6 µM), for the others: at the highest dose activation, usual class: activators | P43220 | 380,000 tested, 0.007% active; also: % of control where 0% means no effect
KB-V1 cytotox: kills drug-selected multidrug resistant KB-V1 cells; KB-V1 MDR cells viability, CellTiter-Glo, 72 h; Potency, µM (highest dose often 46.1 µM), inactives show top-dose activity change, negative = cytotoxicity, most hits filed as cytotoxic; 400,000 tested, 3.4% active; also: % is scaled to controls: 0 for no effect and ±100 for the full control effect; nearly all actives have a fitted effect of over 60% in size
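Cytotoxicity toward P-gp-expressing KB-V1 cells was determined as loss of CellTiter-Glo luminescence after 72 h at 37 degrees C. Compounds were tested in quantitative HTS format across a concentration range, with curves fitted to normalized data.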
KB-3-1 tox: KB-3-1 parental cell cytotoxicity; KB-3-1 viability, CellTiter-Glo ATP luminescence, 72 h; Potency, µM (highest dose often 46.1 µM), for the others: top-dose activity change, negative = cytotoxic, most hits filed as cytotoxic; 400,000 tested, 1.4% active; also: % is scaled to controls: 0 for no effect and ±100 for the full control effect; nearly all actives have a fitted effect of over 60% in size
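Parental KB-3-1 adenocarcinoma cells in phenol-red-free DMEM with 10% FBS were pin-treated with compounds at several concentrations, incubated 72 h at 37 °C, and viability read by CellTiter-Glo luminescence; concentration-effect curves were fitted after normalization.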
HT1080-NT tox: kills 2HG-producing HT-1080-NT fibrosarcoma cells | HT-1080-NT fibrosarcoma viability, CellTiter-Glo ATP luminescence, 48 h | Potency, µM (highest dose often 46.1 µM), without a hit: at the highest dose activity, negative = less viability, hits mostly cytotoxic | 360,000 tested, 1.6% active | AID 686970;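 also: NT is the 2HG producing partner of a matched IDH1 knockdown line; 0% = DMSO-treated cells and -100% = media-only wells without cells; nearly all actives have a fitted effect of over 55% in size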
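Viability by CellTiter-Glo luminescence after 48 h compound exposure at 37C of HT-1080-NT cells (750/well, RPMI, 5% FBS). % activity scaled between DMSO wells and medium-only wells, then curve-fitted and categorized by curve class.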
* = called active by the depositor; ? = inconclusive; nt = not tested or not shown; [ ] = another dose, or the depositor's remark. Calls follow the shape of the dose curve; as a rule, active = well fitted curve in the direction sought with a large enough effect; inconclusive = small, poorly fitted or top-dose-only effect, or another doubt; inactive = no such curve, though single readings can be large; an effect the other way counts as inactive or inconclusive. Potency is read from the fitted curve at half-maximal effect. No enrichment for hits, and some 9.4% of all compounds hit somewhere here.

SMILES	GLP1R inv ag	HT1080 IDH1KD tx	SW480 rereplic	TDP-43 yeast inh	HEK293 tox	GLP-1R agonist	KB-V1 cytotox	KB-3-1 tox	HT1080-NT tox
COc1ccc(C(=O)N2CCCCC2c2cc(C(=O)NCc3ccc(Cl)c(Cl)c3)no2)cc1 (stereo not given)	?	-14.7%	nt	11.1%	-16.9%	-5.2%	?	-9.5%	-12.1%
O=C(NN=C1CCCC1)c1n[nH]c2c1CCC2	?	3.66µM*	?	-8.7%[9.22 µM]	-29.4%[7.66 µM]	22.1%	?	?	2.59µM*
CCC(NC(=O)c1[nH]c(C)c(C(C)=O)c1C)c1ccc(Br)cc1 (stereo not given)	?	?	23.5%	-6.4%	5.5%	8.5%	?	-4.1%	?
O=C(CN1C(=O)NC2(CCCC2)C1=O)N1CCN(S(=O)(=O)c2cccc(C(F)(F)F)c2)CC1	-1.1%	1.5%	9.9%	9.0%	13.3%	-5.1%	0.0%	9.2%	1.5%
CCn1ccnc1CN(C)Cc1nc(CCC(C)C)no1	?	6.3%	-6.6%	-6.3%[0.397 µM]	-25.1%	7.9%	?	2.4%	-12.0%
C=CCN=C1CC(C)(C)CC(=O)/C1=C(\O)c1ccccc1	21.1%	1.8%	2.5%	1.7%	-2.1%	0.1%	-16.7%	-3.1%	-19.9%
O=C(c1cc(-c2cccnc2)nc2ccc(Br)cc12)N1CCN(c2ncccn2)CC1	-6.3%	-7.3%	-1.2%	-0.6%	6.9%	2.3%	?	?	-6.0%
Cc1ccc(OC(=O)c2ccc3snnc3c2)cc1	-3.2%	11.1%	-2.5%	?	7.8%	-1.9%	11.4%	-20.8%	-14.2%
CCOc1ccccc1NC1c2ccccc2C(=O)N1c1cccnc1 (stereo not given)	-17.4%	-8.1%	-3.4%	0.8%	8.3%	0.3%	-25.5%	7.2%	-4.7%
COc1ccc(N[C@@H]2CCN3C(=O)c4ccccc4[C@@H]3C[C@H]2O)cc1	7.5%	1.2%	-3.9%	14.7%	3.4%	2.5%	-0.3%	0.0%	-0.3%
Cc1cccc(NC(=O)c2ccc(S(=O)(=O)C(F)F)cc2)c1C	8.4%	0.8%	0.2%	-7.5%	16.0%	0.1%	-27.2%	21.2%	0.0%
Cc1ccc(NC(=O)COc2ncnc3cc([N+](=O)[O-])ccc23)cc1S(=O)(=O)N1CCOCC1	6.8%	2.5%	-4.0%	6.7%	-13.1%	6.8%	0.0%	1.6%	-1.9%
COc1ccc(-c2cc(C(=O)N3CCN(c4ccccc4)CC3)c3ccccc3n2)cc1	?	1.84µM*	1.84µM*	-14.6%	?	13.4%	7.31µM*	?	?
CCc1cc(=O)oc2cc(C)c3c(-c4ccc(F)cc4)coc3c12	22.3%	nt	nt	0.3%	0.2%	nt	?	1.6%	nt
O=C(CN1C(=O)c2ccccc2C1=O)OCC(=O)N1CCCCC1	12.2%	0.2%	0.0%	3.4%	-0.4%	-19.6%	27.4%	-2.6%	-4.5%
COC(C[C@@H]1O[C@@H]1[C@H](O)COCc1ccccc1)OC	1.3%	5.9%	-3.3%	16.5%	-3.6%	1.9%	44.0%	-1.5%	8.3%
Cc1ccc2c(c1)C(c1ccccc1)N(C(=O)c1ccc(Br)cc1)CC(=O)N2 (stereo not given)	?	6.6%	-1.5%	3.1%	-0.2%	21.7%	-10.8%	-11.1%	18.9%
N#CCCN(Cc1ccccc1)C(C(=O)NC1CCCCC1)c1ccnc2ccccc12 (stereo not given)	?	4.5%	nt	13.1%	-12.8%	-5.4%	?	-0.1%	6.0%
Cc1nc2ccc(NS(=O)(=O)c3ccc(F)c(F)c3)cc2s1	?	-6.2%	-9.0%	?	0.9%	8.5%	7.9%	-7.0%	2.8%
CCOC(=O)N1CCN(C(=O)c2cc(S(=O)(=O)N3CCCC3)cn2C)CC1	2.0%	9.3%	0.4%	0.0%	-0.6%	-12.7%	5.6%	3.4%	6.7%
Cc1cccc(NC(=O)CCn2cnnn2)c1C	14.8%	nt	nt	-11.5%	2.7%	0.1%	1.1%	2.1%	nt
COCCn1c(SCC(=O)Nc2ccccc2OC)nc2c([nH]c3ccccc32)c1=O	60.4%[activator]	-26.8%	7.6%	9.4%	-19.7%	11.5%	-5.7%	9.0%	-4.4%
C[C@@H]1CN([C@@H](C)CO)C(=O)c2cc(Br)cnc2O[C@H]1CN(C)C(=O)Cc1cccnc1	20.2%	9.2%	nt	0.0%	10.8%	5.7%	-1.4%	-29.3%	6.6%
Cc1ccc(C(=O)NCC(=O)OCc2cc(=O)n3nc(C4CCCCC4)sc3n2)cc1	2.3%	nt	nt	14.5%	-1.6%	nt	0.0%	1.0%	nt
Cc1ccc(N2CCN(CCc3nc4cc(NC(=O)c5ccco5)ccc4n3C)CC2)cc1	0.0%	?	-3.9%	0.0%	6.1%	1.5%	4.11µM*	-14.7%	-8.2%
C=CCc1cccc(C=Nc2c[nH]c(=O)[nH]c2=O)c1O	1.4%	9.0%	-5.2%	-3.8%	2.9%	2.4%	12.6%	-0.4%	8.2%
CCCN1C(=O)C2(c3ccccc31)c1c(oc3ccccc3c1=O)C(=O)N2CCCOC(C)C (stereo not given)	12.7%	nt	nt	28.1%	-15.3%	nt	?	-5.2%	nt
Cc1cccc(N(C(=O)CNC(=O)c2ccco2)C(C(=O)NC2CCCC2)c2ccncc2)c1C (stereo not given)	-6.3%	0.5%	-4.4%	8.6%	-18.8%	1.7%	-1.7%	-6.0%	0.9%
Cc1cc(C2=NNC(=NCCc3ccccc3)SC2)c(C)n1-c1c(C)n(C)n(-c2ccccc2)c1=O	-6.3%	-11.2%	?	-9.2%	0.8%	1.6%	19.5%	6.0%	-7.9%
O=[N+]([O-])c1cc(Cl)ccc1Sc1cccc2cccnc12	0.8%	-0.7%	3.2%	8.1%	-11.7%	4.9%	3.2%	13.8%	3.5%
CCCc1nc2oc(C(=O)c3ccccc3)c(N)c2c2c1COC(C)(C)C2	-2.8%	-1.6%	?	2.5%	67.9%[activator]	7.7%	?	-1.2%	2.0%
Cn1c(=O)c2c(-c3ccccc3)n3c(c2n(C)c1=O)C(c1cc(Cl)ccc1O)Nc1ccccc1-3 (stereo not given)	3.3%	nt	nt	3.2%	-1.0%	nt	0.0%	3.0%	nt
CCOC(=O)Nc1ccc2c(c1)N(C(=O)CN(CC)CC)c1ccccc1C=C2	-13.0%	-8.8%	3.1%	-9.0%	-2.6%	1.3%	?	4.9%	0.0%
O=C(Oc1nsnc1N1CCOCC1)N(c1ccccc1)c1ccccc1	-26.8%	-3.4%	-0.8%	0.0%	-11.3%	9.2%	?	-4.6%	6.3%
COc1ccc(C(C)=O)cc1Cn1cnc2c(cnn2C)c1=O	28.8%	5.9%	16.0%	?	-7.4%	-2.3%	-1.3%	9.0%	3.5%
C=CCOc1ccccc1CN1CCC(Oc2cc(C(=O)NC3CC3)ccc2OC)CC1	?	-0.2%	-3.3%	-8.3%	-31.8%	7.3%	nt	nt	-17.5%
COc1ccc(/C=C/C(=O)c2ccncc2)c2ccccc12	?	?	?	-24.6%	?	-31.8%[inhibitor]	-0.5%	-22.5%	?
CCOC(=O)C1=C(C)OC(N)=C(C#N)C1c1cc2ccccc2nc1N1CCCCC1 (stereo not given)	0.0%	-3.6%	2.2%	-0.9%	-6.2%	10.5%	-8.3%	0.3%	-3.3%
O=C(CCNC(=O)C1CCN(S(=O)(=O)c2ccccc2)CC1)Nc1ccccc1	18.4%	-2.3%	-2.3%	-1.5%	-1.7%	-3.3%	19.5%	12.8%	6.2%
CCc1ccccc1N(C)S(=O)(=O)c1ccc2c(c1)C(C)(C)C(=O)N2C	-7.2%	nt	nt	?	2.6%	nt	-20.1%	-51.6%	nt
CC(C)c1nc(CNC(=O)c2cc(COc3c(F)cccc3F)on2)cs1	?	5.6%	-14.9%	4.8%	6.2%	5.1%	-20.9%	-16.9%	6.1%
CCN1C(=O)/C(=C/N(C(C)=O)c2ccccc2)N(c2ccccc2)C1=S	?	?	22.2%	-2.8%	-29.3%	-5.3%	?	-3.1%	?
CN(CC(=O)Nc1cccc(F)c1)CC(=O)Nc1ccccc1-c1ccccc1	?	-12.1%	9.1%	-7.5%	-7.7%	11.5%	-26.3%	-13.5%	-12.3%
COc1ccc(C(=O)CN2C(=O)NC3(CCc4ccccc43)C2=O)cc1 (stereo not given)	?	-1.3%	?	-26.8%	-0.4%	-1.7%	-13.1%	2.6%	-0.8%
O=C(COC(=O)c1ccc([N+](=O)[O-])s1)NCc1ccccc1	21.0%	-1.6%	-1.7%	20.2%	3.2%	1.2%	7.5%	10.5%	6.8%
CCCc1cc(=O)oc2c3c(cc(OCC(=O)N4CCC[C@H]4C(=O)O)c12)OC(C)(C)CC3	-2.1%	3.1%	-4.2%	22.8%	0.4%	-0.6%	19.7%	0.0%	2.5%
C#CCNC(=O)C1=C[C@@H](c2ccc(Br)cc2)C[C@@H](OCc2ccc(CO)cc2)O1	-14.6%	-3.7%	-2.7%	?	-6.2%	3.4%	0.0%	0.0%	-13.4%

3 entries picked at random from those above, as already listed:
SMILES	GLP1R inv ag	HT1080 IDH1KD tx	SW480 rereplic	TDP-43 yeast inh	HEK293 tox	GLP-1R agonist	KB-V1 cytotox	KB-3-1 tox	HT1080-NT tox
CCCc1nc2oc(C(=O)c3ccccc3)c(N)c2c2c1COC(C)(C)C2	-2.8%	-1.6%	?	2.5%	67.9%[activator]	7.7%	?	-1.2%	2.0%
C#CCNC(=O)C1=C[C@@H](c2ccc(Br)cc2)C[C@@H](OCc2ccc(CO)cc2)O1	-14.6%	-3.7%	-2.7%	?	-6.2%	3.4%	0.0%	0.0%	-13.4%
Cn1c(=O)c2c(-c3ccccc3)n3c(c2n(C)c1=O)C(c1cc(Cl)ccc1O)Nc1ccccc1-3 (stereo not given)	3.3%	nt	nt	3.2%	-1.0%	nt	0.0%	3.0%	nt

Screens from PubChem BioAssay.
